BAP1 block = inhibitors of human BAP1 deubiquitinase. 72,000 compounds, 0.48% hits. activity remaining (% of control), % at 20 µM. AID 436. Q92560. recombinant BAP1, Ub-AMC hydrolysis fluorescence kinetic; active compounds read low;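 active means activity remaining at or below 50% of control, provided the compound also passes the data quality filters; inactive means the rest, including low values that fail the filters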;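 further: 100% = DMSO wells rate and 0% = substrate alone blank rate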
HePTP inh = human HePTP phosphatase inhibition. P35236. recombinant HePTP phosphatase activity, OD absorbance. inhibition, % at 20 µM. 110,000 compounds, 0.64% hits. AID 521; in the data active means inhibition above about 50%;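 further: plate controls were vehicle for no effect and reference inhibitor for full effect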
Target sequence (P35236 whole entry, looked up): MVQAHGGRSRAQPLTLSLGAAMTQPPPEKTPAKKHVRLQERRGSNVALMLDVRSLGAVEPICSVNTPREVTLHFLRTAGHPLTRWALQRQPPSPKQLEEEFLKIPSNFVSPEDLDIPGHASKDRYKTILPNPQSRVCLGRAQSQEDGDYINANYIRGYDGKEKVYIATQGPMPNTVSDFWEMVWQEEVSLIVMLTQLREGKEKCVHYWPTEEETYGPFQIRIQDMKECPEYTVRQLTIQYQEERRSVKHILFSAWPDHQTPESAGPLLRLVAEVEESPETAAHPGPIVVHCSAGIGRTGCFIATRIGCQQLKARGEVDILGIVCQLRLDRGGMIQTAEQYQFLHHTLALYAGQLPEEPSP
* marks the source's active call; other numbers are inactive results; · = not tested or not shown; & = joins results of further samples.

BAP1 block	HePTP inh	SMILES
154	-11	Cc1ccccc1-n1c(C)nnc1SCC(=O)NCC1CCCO1 (stereo not given)
·	5	COc1ccc(Cl)cc1C(=O)Nc1cc2nn(-c3ccc(C)cc3)nc2cc1C
·	7	Cc1nn2c(N3CCCC3)cc(C(C)C)nc2c1-c1ccccc1
·	10	CN(C)CCCNC(=O)c1cccc(F)c1
66	6	CCOc1cccc(NC(=O)CC#N)c1
93	7	CCOC(=O)N1CCC(NC(=O)CN2C(=O)CCSc3ccccc32)CC1
106	-4	O=P(O)(O)c1ccccc1OCCCCCOc1ccccc1P(=O)(O)O
102	3	CCOC(=O)C1C(C#N)=C(N)OC(C)=C1c1ccncc1 (stereo not given)
103	1	COc1cc(C2CC(=O)NC3=C2C(=O)CC(C)(C)C3)ccc1O (stereo not given)
·	22	Cc1ccc(C)c(OCC(=O)N/N=C/c2ccc(OC(=O)c3ccc4c(c3)OCO4)cc2)c1
99	12	Brc1ccc(C2=Nn3c(nnc3-c3cccnc3)SC2)s1
·	1	CC(=O)Nc1ccc(S(=O)(=O)N2CCN(CC(=O)NC3CCCC3)CC2)cc1
95	14	Cc1cc(C)c2cc(CN(CC3CCCO3)C(=O)NC3CCCCC3)c(=O)[nH]c2c1 (stereo not given)
99	-1	CS(=O)(=O)Nc1ccc2c(c1)nc1n2CCOC1
95	5	O=C(COc1ccc(Br)cc1)N1CCCCCC1
77	-3	O=C(Nc1ccc(Cl)cc1)Nc1ccc(N2CCOCC2)cc1
·	-9	Cc1ccc(C2CC(C(F)(F)F)n3nc(C(=O)Nc4ccc(F)cc4F)cc3N2)cc1 (stereo not given)
105	-8	CC1(C)CNC(=O)C=C(c2ccccc2)C1
·	-4	CCCCN(C(=S)SC)C1CCS(=O)(=O)C1 (stereo not given)
95	-5	O=C(CCCn1c(=O)c2sccc2n(Cc2ccc(F)cc2)c1=O)NCc1ccco1
·	6	Cc1ccc(N2C(=O)CC(SCc3ccccc3)C2=O)cc1 (stereo not given)
·	-7	CCOc1ccc(C(=O)Nc2cc(C(=O)O)cc(C(=O)O)c2)cc1
113	·	COc1ccc(C=Cc2ccc(OC)cc2)cc1
·	-3	Cc1ccc(CC2CC(=O)N(c3cccc(C(F)(F)F)c3)C2=O)cc1 (stereo not given)
73	·	C=CCN(CC=C)C(=O)C[n+]1ccc(C(N)=O)cc1
100	-9&-4	Cc1onc(-c2c(Cl)cccc2Cl)c1C(=O)Nc1ccc2c(c1)OCCO2
·	-3	COc1cc(/C=C2/C(=O)NC(=O)N(C)C2=O)ccc1OCC(=O)O
87	-1	CCCCCC(C)n1[nH]c(=O)c2c(C)cc(C)nc21 (stereo not given)
·	-7	CCOC(=O)c1c(NC(=O)c2cc(-c3ccc(C(C)C)cc3)nc3ccccc23)sc(C(N)=O)c1C
·	-8	CC(C)CC(=O)NC(NC(=S)Nc1sc2c(c1C#N)CCCC2)C(Cl)(Cl)Cl (stereo not given)
113	10	COCCCn1c(=N)c(C(=O)NCC2CCCO2)cc2c(=O)n3cccc(C)c3nc21 (stereo not given)
·	8	O=C(NN1CCOCC1)c1cccs1
·	3	C/C=C/C(=O)N1c2ccc(C)cc2-c2c(ssc2=S)C1(C)C
79	3&1	Cc1ccc2cccc(SCC(=O)N3CCOCC3)c2n1
135	-5	CC1(c2ccccc2)NC(=O)N(CCN2C(=O)c3ccccc3C2=O)C1=O (stereo not given)
70	3	Cn1c(Cc2ccccc2)nnc1SCC(=O)Nc1ccccc1N1CCOCC1
·	9	O=C1c2ccccc2C(=O)N1CCCCN(C(=O)c1cccc([N+](=O)[O-])c1)c1ccc(F)cc1F
85	3	COC(=O)CSc1nc2c(c(-c3ccco3)c1C#N)CCCC2
·	-1	O=C(O)c1ccc2c(c1)C(=O)N(c1ccc(C(=O)Nc3cccc(O)c3)cc1)C2=O
96	-3	C=CCn1c(SCC(=O)Nc2ccccc2C)nnc1-c1ccncc1
103	4	CCN1CCN(c2ncc(C(=O)Nc3cc(Cl)c(OC)cc3OC)c3ccccc23)CC1
·	4	O=C1C2C(C(=O)N1/N=C/c1ccc(Cl)cc1Cl)C1C=CC2C12CC2 (stereo not given)
67	0	Cn1c(=O)c2ccccc2n(Cc2ccccc2F)c1=O
·	0	COc1ccc(CC(=O)N=Nc2c(O)n(CN3CCN(C)CC3)c3ccc(Br)cc23)cc1
·	-7	O=C1N=C(N2CCCCCC2)S/C1=C\c1cccc2ccccc12
·	-6	COc1ccc(OC(C)C(=O)Nc2ccc(C)c(Cl)c2)cc1 (stereo not given)
·	3	Cc1ccc(C)c(N2C(=O)C3C(C2=O)C2C=CC3C23CC3)c1 (stereo not given)
·	5	O=C(NCc1ccccc1)C(NC(=O)c1ccccc1)=C1CCCCC1

Quoted from the listing.
BAP1 block, COC(=O)CSc1nc2c(c(-c3ccco3)c1C#N)CCCC2 = 85
BAP1 block, CCN1CCN(c2ncc(C(=O)Nc3cc(Cl)c(OC)cc3OC)c3ccccc23)CC1 = 103
HePTP inh, Cc1ccc(C)c(N2C(=O)C3C(C2=O)C2C=CC3C23CC3)c1 (stereo not given) = 3

The listing continues.
BAP1 block	HePTP inh	SMILES
88	-3	COc1ccc(S(=O)(=O)N2CC(C)N(S(=O)(=O)c3ccc(OC)cc3)CC2C)cc1 (stereo not given)
109	9	CC(C(=O)NCC1CCCO1)n1cccc1C(=O)c1ccccc1 (stereo not given)
89	3&-9	CC(C)Cc1ccc(C(C)C(=O)N2CCOCC2)cc1 (stereo not given)
78	8	COC(=O)Cc1[nH]nc2c1C1(CCSCC1)C(C#N)=C(N)O2
162	5	CC1CCCC(C)N1CC(O)COc1ccc(N=Cc2ccccc2O)cc1 (stereo not given)
·	2	COCCOC(=O)C1=C(C)NC(=O)CC1c1cccc(Cl)c1Cl (stereo not given)
138	-12	CC(=O)Nc1ccc(S(=O)(=O)N(C)CC(=O)NC2=NCCS2)cc1
104	2	CCO/C(C)=N/n1c2nc3ccccc3nc2c2c(=O)n(Cc3ccccc3Cl)c(C)nc21
98	3	COc1cc(OC)cc(-c2cc3nc(C)c(CCC(=O)O)c(C)n3n2)c1
118	8	CC(OC(=O)CNC(=O)c1ccc2c(c1)OCO2)C(=O)NCCC1=CCCCC1 (stereo not given)
·	0	O=C1NC(=O)N(c2ccccc2)C(=O)/C1=C/c1ccc(N2CCCC2)cc1
74	6	Cc1ccccc1N1C(=O)[C@@H]2Cc3ccccc3CN2C1=O
90	6&7	CCCCC(=O)Nc1ncc2c(n1)CC(C)(C)CC2=O
97	4	Cc1nnc(SCc2ccccc2C#N)n1-c1ccccc1
·	6	COc1ccccc1CC1(C)NC(=O)N(CC(=O)N2CC(C)OC(C)C2)C1=O (stereo not given)
·	15	COc1ccc(N2C(=O)NC(=O)/C(=C\c3cccc(OC)c3OC)C2=O)cc1
121	·	CCC(Sc1nc2ccccc2s1)C(=O)O (stereo not given)
·	7	CC1(C)CC(=O)C/C(=N/NC(=O)c2ccccc2)C1
111	0	COC(=O)NCC1(C)CC(NC(=O)OC)CC(C)(C)C1 (stereo not given)
74	10	O=C(c1ccncc1)N1CCN(C(=O)c2ccncc2)CC1
·	-10	CCOc1ccccc1NC(=O)CN(c1cc(C)cc(C)c1)S(=O)(=O)c1ccccc1
98	13	O=S(=O)(NCc1ccccc1)c1ccc(S(=O)(=O)N(Cc2ccccn2)Cc2ccco2)cc1
·	2	O=C(O)CC(NC(=O)c1ccc(Cl)cc1)c1ccccc1 (stereo not given)
107	0	CCS(=O)(=O)N1CCCC(C(=O)NC2CCCCC2)C1 (stereo not given)
92	-1	c1ccc(-c2nn3c(C4CCCCC4)nnc3s2)nc1
98	4	CNC(=O)Nc1ccccc1C(=O)NCc1ccccc1
121	9	CC1CN(C(=O)CSc2nnc(-c3ccc(Cl)cc3)n2C)CC(C)O1 (stereo not given)
·	6	Cc1cc(C)n(-c2cc(N(CCO)CCO)ncn2)n1
107	-2	CCOc1ccc(N2C(=O)CC(N3CCN(C4CCc5ccccc5C4)CC3)C2=O)cc1 (stereo not given)
83	5	COc1ccc(Oc2coc3cc(OC(=O)N4CCOCC4)ccc3c2=O)cc1
77&82	-3	COC(=O)c1cc(Br)ccc1OC(=O)c1cccnc1
92	5	COc1ccc(-c2noc(CCC(=O)Nc3cc(OC)ccc3OC)n2)cc1
410	-5	N#Cc1nc(-c2cccs2)oc1NCc1ccco1
140	-13	CCOC(=O)C1CCCN(Cc2c(Cl)cccc2Cl)C1 (stereo not given)
·	-3	Cn1c(/C(C#N)=C/c2cccc([N+](=O)[O-])c2O)nc2ccccc21
88	-3	O=C(NCc1ccc(Cl)cc1)c1noc2c1CCCCC2
117&121	·	C=CCN(CC=C)CC(O)Cn1c2ccccc2c2ccccc21 (stereo not given)
278	·	CCN(CC)c1ccc2cc(-c3nc4ccc(Cl)cc4[nH]3)c(=O)oc2c1
103	-7	COC(=O)c1ccccc1NC(=O)COC(=O)c1cccnc1
·	0	CCOC(=O)c1c(-c2ccc(F)cc2)csc1NC(=O)C1CCCCC1C(=O)O (stereo not given)
111	-14	CCC(CO)NC(=O)c1cccc(S(=O)(=O)N2c3ccccc3CC2C)c1 (stereo not given)
·	-9	O=C(CCN1C(=O)/C(=C\c2ccc(Cl)cc2)SC1=S)Nc1cccc(C(=O)O)c1
64	·	Cc1nc2ccc(Cl)cc2c(-c2ccccc2)c1C1=NN(C(=O)CCC(=O)O)C(c2cccc(Br)c2)C1 (stereo not given)
·	59*	CN(C)c1ccc(/C=C2/SC(N=Nc3c(O)[nH]c4ccccc34)=NC2=O)cc1
·	7	CCCCn1c(=N)n(CC(O)c2ccc(Cl)cc2)c2ccccc21 (stereo not given)
106	0	Fc1cc(Br)ccc1Nc1nc2ccccc2n2nnnc12
100	6	CCOC(=O)n1c(SCC(=O)N(CC)CC)nc2ccccc21
·	2	O=C(Nc1cccc(F)c1)/C(=C/c1cccnc1)NC(=O)c1cccc(Br)c1
90	2	Clc1ccccc1Cn1nnc2c(NCC3CC3)ncnc21
·	-4	O=[N+]([O-])c1ccc2c(c1)c1ccccc1n2Cc1ccccc1O
·	6	O=C(O)/C=C/C(=O)Nc1cc([N+](=O)[O-])ccc1F
123	0	O=P1(Nn2cnnc2)C=C(c2ccccc2)OC(c2ccccc2)=C1
·	1	CCCCSc1nc2sc3c(c2c(=O)n1-c1ccc(OC)cc1)CC(C)(C)OC3
101	9	CCCN(CCC)S(=O)(=O)c1ccc(C(=O)O)cc1
109	8	COc1ccc(N2C(=O)CC(NCc3cccc(F)c3)C2=O)cc1 (stereo not given)
92	-3	O=C(CN1C(=O)C2CC=CCC2C1=O)Nc1nc2ccccc2[nH]1 (stereo not given)
·	-7	COc1ccccc1C1SCCN1C(=O)/C=C\C(=O)O (stereo not given)
137	-10	Cc1nc(SCC(=O)Nc2ccnc3ccccc23)n[nH]1
83	5	Clc1ccc(C2=Nn3c(nnc3-c3cccnc3)SC2)s1
76	·	CCC(C)(Nc1ccc(C)cc1)c1nnnn1-c1c(C)cccc1C (stereo not given)

Remaining list, next part
BAP1 block	HePTP inh	SMILES
118	5	Cc1ccccc1OCc1nnc(SCC(=O)Nc2ccc3c(c2)OCO3)n1C
98	6	COc1cc(C2N(c3cc(C)on3)C(=O)C3CCCN32)cc(OC)c1OC (stereo not given)
·	9	CCc1ccc2c(COC(=O)c3n[nH]c4ccccc34)cc(=O)oc2c1
·	8	Cc1ccc(S(=O)(=O)N(CCc2ccccc2)CC(=O)NCc2cccnc2)cc1
89	7	O=C(c1cc(-c2ccc(Cl)c(Cl)c2)on1)N1CCN(c2ccccc2)CC1
·	-3	CNC(=S)N(C)/N=C(C)\C=N\N(C)C(=S)NC
·	-13	N/C(=N\OC(=O)c1ccc(F)cc1)c1ccccc1
·	-4	Cc1nc([N+](=O)[O-])cn1-c1cccc(O)c1

Some of the entries above in a different format.
Each structure is followed by: BAP1 block, HePTP inh
O=C(c1cc(-c2ccc(Cl)c(Cl)c2)on1)N1CCN(c2ccccc2)CC1
    89, 7
CNC(=S)N(C)/N=C(C)\C=N\N(C)C(=S)NC
    ·, -3
N/C(=N\OC(=O)c1ccc(F)cc1)c1ccccc1
    ·, -13
Cc1nc([N+](=O)[O-])cn1-c1cccc(O)c1
    ·, -4

Quoted at random: 3 entries already listed
BAP1 block	HePTP inh	SMILES
·	-3	CNC(=S)N(C)/N=C(C)\C=N\N(C)C(=S)NC
·	9	CCc1ccc2c(COC(=O)c3n[nH]c4ccccc34)cc(=O)oc2c1
118	5	Cc1ccccc1OCc1nnc(SCC(=O)Nc2ccc3c(c2)OCO3)n1C

Given bar-delimited: entries from further up.
structure | BAP1 block | HePTP inh
Cc1ccc(S(=O)(=O)N(CCc2ccccc2)CC(=O)NCc2cccnc2)cc1 | · | 8
O=C(c1cc(-c2ccc(Cl)c(Cl)c2)on1)N1CCN(c2ccccc2)CC1 | 89 | 7
CNC(=S)N(C)/N=C(C)\C=N\N(C)C(=S)NC | · | -3
N/C(=N\OC(=O)c1ccc(F)cc1)c1ccccc1 | · | -13
Cc1nc([N+](=O)[O-])cn1-c1cccc(O)c1 | · | -4

Assay outcomes from PubChem BioAssay.
